High-throughput results (PubChem)
MITF primary = blocks human microphthalmia-associated transcription factor | O75030 | 650,000 tested, 0.91% active | inhibition, % at 2.6 µM | AID 1259374 | AlphaScreen MITF homodimerization, bead proximity signal; in the data active = inhibition above about 50%;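 note: 0% = vehicle wells with protein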
Target sequence (O75030 whole entry, looked up): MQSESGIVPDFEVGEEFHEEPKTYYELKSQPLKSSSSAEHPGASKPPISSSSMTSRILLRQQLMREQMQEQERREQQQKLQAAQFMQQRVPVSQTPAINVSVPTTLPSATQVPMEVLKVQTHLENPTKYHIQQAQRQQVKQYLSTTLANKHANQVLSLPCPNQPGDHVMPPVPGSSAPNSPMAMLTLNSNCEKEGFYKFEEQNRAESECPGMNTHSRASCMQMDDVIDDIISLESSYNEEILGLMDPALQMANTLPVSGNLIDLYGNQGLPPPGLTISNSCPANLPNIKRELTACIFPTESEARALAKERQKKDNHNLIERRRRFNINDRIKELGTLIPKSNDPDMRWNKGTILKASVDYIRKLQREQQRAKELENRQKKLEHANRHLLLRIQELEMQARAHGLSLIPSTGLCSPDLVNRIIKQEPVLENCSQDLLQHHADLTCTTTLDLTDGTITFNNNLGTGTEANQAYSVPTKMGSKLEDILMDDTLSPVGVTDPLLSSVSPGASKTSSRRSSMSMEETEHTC
FBW7 activator = human FBW7 E3 ligase activation, primary screen | Q969H0 | AlphaScreen FBW7–phospho-cyclin E peptide binding, activator screen | normalized activity (activation), % at 26.1 µM | 650,000 tested, 0.13% active | AID 1259310; in the data active = normalized activity above about 1.9%;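 note: purified mutant Fbw7 with reduced substrate affinity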
TEAD-YAP block = TEAD-YAP interaction inhibition; HEK-TIYL cells, TEAD-Gal4/YAP UAS-luciferase luminescence; inhibition, % at 9.12 µM; 640,000 tested, 1.4% active; AID 1259422; in the data active = inhibition above about 32%;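 note: 0% = median of test compound wells and 100% = reference inhibitor wells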
GPR151 ag = activates the human receptor GPR151 | Q8TDV0 | PathHunter beta-arrestin GPR151 cells, luminescence | activation, % at 11.2 µM | 650,000 tested, 1% active | AID 1508602; in the data active = activation above about 4.9%;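 note: 0% = median of compound wells and 100% = cells with positive control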
Target sequence (Q8TDV0 whole entry, looked up): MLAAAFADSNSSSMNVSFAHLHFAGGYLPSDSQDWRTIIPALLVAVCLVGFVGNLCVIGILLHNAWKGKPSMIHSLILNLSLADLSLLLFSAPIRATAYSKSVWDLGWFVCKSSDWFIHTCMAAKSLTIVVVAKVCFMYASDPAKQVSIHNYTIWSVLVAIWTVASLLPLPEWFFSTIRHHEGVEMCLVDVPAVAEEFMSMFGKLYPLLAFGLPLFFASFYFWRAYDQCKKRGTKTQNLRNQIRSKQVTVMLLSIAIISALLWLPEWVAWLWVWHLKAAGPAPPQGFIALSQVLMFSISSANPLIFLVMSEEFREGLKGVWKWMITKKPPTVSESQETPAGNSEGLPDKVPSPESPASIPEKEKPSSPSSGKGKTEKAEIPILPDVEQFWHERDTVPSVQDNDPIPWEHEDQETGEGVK
The depositor's hits bear a star; x = not tested or not shown; & = joins results of further samples.

SMILES	MITF primary	FBW7 activator	TEAD-YAP block	GPR151 ag
Cc1ccc(C)c(NC(=O)C(=O)NCC2CCCN2S(=O)(=O)c2cccs2)c1 (stereo unspecified)	12	1.1	-3	-0.3
COCCCNc1nc2c(c(=O)n(C)c(=O)n2C)n1Cc1ccccc1Cl	14	0.1	3	-0.4
C=CC[C@@H]1CC=C[C@@H](C)N1C(=O)CCc1nnc(Cc2c[nH]c3ccccc23)o1	12	0.0	-3	-1.2
COc1ccc(CN2CCNC(=O)C2CC(=O)N(C)CCOc2ccccc2)c(OC)c1 (stereo unspecified)	-6	-0.2	7	-0.3
CCCCCCCCCCCCCCCC(=O)OCC(COP(=O)(O)O[C@@H]1[C@@H](O)[C@H](OP(=O)(O)O)[C@@H](OP(=O)(O)O)[C@H](O)[C@@H]1O)OC(=O)CCCCCCCCCCCCCCC (stereo partly specified)	-6	x	x	0.1
CCCCN(CC)C(=O)c1cn(C)c(=O)c2ccccc12	10	0.2	-2	-1.4
O=C1/C(=C/c2cccc(Br)c2)NC(=S)N1c1ccccc1	12	0.0	4	0.6
COc1cc(Nc2cc(NCCN3CCOCC3)ncn2)cc(OC)c1OC	18&-14	0.0&0.0	-1&-12	0.0&0.2
Cc1cc(N)nc(Nc2cccc(N(C)C)c2)n1	-5	0.0	3	-1.3
CN(C)C(CNC(=O)C1CCCC1)c1ccsc1 (stereo unspecified)	-6	0.0	0	1.8
Cc1ccc2nc(/C(C#N)=C\C=C\c3ccco3)[nH]c2c1	15	0.0	28	-0.1
O=C(c1ccc(N2CCOCC2)c([N+](=O)[O-])c1)N1CCCc2ccccc21	16	0.2	-9	-0.4
Cc1nc(N/N=C/c2ccc(N(C)C)cc2)cc(N2CCOCC2)n1	4	-0.4	-8	-1.4
CCOC(=O)C1(CCc2ccccc2)CCN(Cc2ccn[nH]2)CC1	-9	0.3	-2	-0.2
O=C(c1ccc(Cl)cc1)C1CCN(CC(=O)N2CCCCC2)CC1	-6	-0.1	10	0.8
CCCn1c(CCC(=O)Nc2nc(C)cs2)nc2cccnc21	-3	-0.2	-1	0.8
C[C@H](NC(=O)c1ccc(Br)cc1)C(=O)Nc1ccc(C#N)cc1	-9	-0.1	-5	-1.6
NC(=O)C1CCN(CCC(=O)Nc2cccc(F)c2)CC1	9	0.1	6	-0.4
Cc1ccc(C)c(S(=O)(=O)Nc2ccc3c(c2)N(C(=O)c2cccs2)CCC3)c1	0	0.0	2	0.7
CC(C)c1ccc(NC(=O)C(c2ccccc2)N2CCCCC2)cc1 (stereo unspecified)	-4	-0.1	-8	1.0
Fc1cccc(CSc2nc3ccncc3[nH]2)c1	11	0.7	24	0.5
O=C(O)c1cccc(S(=O)(=O)N2c3cccc4cccc(c34)S2(=O)=O)c1	3	0.0	-5	-2.3
Cc1ccc(N2C(=O)C3CC(c4ccccc4)=C4C5C=CC(C6C(=O)N(c7ccc(C)cc7)C(=O)C56)C4C3C2=O)cc1 (stereo unspecified)	16	0.4	-7	0.3
Cc1ccc(S(=O)(=O)NC(=O)OCC2CN(Cc3ccccc3)CCO2)cc1 (stereo unspecified)	-5	-0.1	-2	-1.2
COc1ccc(OC)c(CNn2c(-c3ccc(Br)cc3)nc3ccccc3c2=O)c1	11	0.0	1	1.0
CN(C)c1ccc(/C=C2/C(=O)NN(c3ccc(Br)cc3)C2=O)cc1	1	0.3	-7	-0.9
COCc1c(C(=O)N/N=C(/C)c2cccs2)nnn1-c1nonc1N	-3	-0.2	-13	1.2
Cc1cc2ncn(S(=O)(=O)c3ccc(S(=O)(=O)NCC4CCCO4)cc3)c2cc1C (stereo unspecified)	-3	0.1	-1	0.5
CCCOc1ccc(C(CC(=O)O)NC(=O)c2ccc3c(c2)OCO3)cc1 (stereo unspecified)	-6	-0.1	-9	-0.3
Cc1cc(C)c[n+](C(C)C(=O)c2ccc(-c3ccccc3)cc2)c1 (stereo unspecified)	4	0.3	72*	0.6
Cc1cccc(-n2ncc3c(N(C)Cc4ccccc4)ncnc32)c1	0	0.0	-19	2.8
O=C1c2ccccc2C(=O)N1c1ccc(OCC(O)COC2CCCCC2)cc1 (stereo unspecified)	-2	-0.1	5	0.3
CCOc1cc(Br)c(/C=C2/NC(=O)NC2=O)cc1OC	-6	0.1	22	-0.9
Cc1cc(N2CCCC2)ccc1/C=C1\NC(=O)N(Cc2ccc(F)cc2)C1=O	0	0.0	-12	2.1
O=C(CSc1ncc(-c2ccccc2)[nH]1)Nc1ccc(F)c(Cl)c1	-13	-0.1	-14	0.0
Cc1ccc(C(O)CNC(=O)c2cccc(Cl)c2)o1 (stereo unspecified)	-6	0.2	-10	-1.2
O=C(Cn1c(=O)n(Cc2ccco2)c2ncccc21)NC12CC3CC(CC(C3)C1)C2	-7	0.2	-8	0.4
O=C(COc1ccc([N+](=O)[O-])cc1)Nc1nc2ccccc2s1	1	0.0	3	-0.2
Cc1ccc(C)c(OCC(O)CN2CCCCC2C)c1 (stereo unspecified)	4	-0.1	17	-1.0
COc1ccccc1-n1nc(C(=O)Nc2ccccn2)c2ccccc2c1=O	12	0.4	21	1.9

Reprinted from the results shown (twelve entries):
SMILES	MITF primary	FBW7 activator	TEAD-YAP block	GPR151 ag
CN(C)c1ccc(/C=C2/C(=O)NN(c3ccc(Br)cc3)C2=O)cc1	1	0.3	-7	-0.9
COCc1c(C(=O)N/N=C(/C)c2cccs2)nnn1-c1nonc1N	-3	-0.2	-13	1.2
Cc1cc2ncn(S(=O)(=O)c3ccc(S(=O)(=O)NCC4CCCO4)cc3)c2cc1C (stereo unspecified)	-3	0.1	-1	0.5
CCCOc1ccc(C(CC(=O)O)NC(=O)c2ccc3c(c2)OCO3)cc1 (stereo unspecified)	-6	-0.1	-9	-0.3
Cc1cc(C)c[n+](C(C)C(=O)c2ccc(-c3ccccc3)cc2)c1 (stereo unspecified)	4	0.3	72*	0.6
Cc1cccc(-n2ncc3c(N(C)Cc4ccccc4)ncnc32)c1	0	0.0	-19	2.8
O=C1c2ccccc2C(=O)N1c1ccc(OCC(O)COC2CCCCC2)cc1 (stereo unspecified)	-2	-0.1	5	0.3
CCOc1cc(Br)c(/C=C2/NC(=O)NC2=O)cc1OC	-6	0.1	22	-0.9
Cc1cc(N2CCCC2)ccc1/C=C1\NC(=O)N(Cc2ccc(F)cc2)C1=O	0	0.0	-12	2.1
O=C(CSc1ncc(-c2ccccc2)[nH]1)Nc1ccc(F)c(Cl)c1	-13	-0.1	-14	0.0
Cc1ccc(C(O)CNC(=O)c2cccc(Cl)c2)o1 (stereo unspecified)	-6	0.2	-10	-1.2
O=C(Cn1c(=O)n(Cc2ccco2)c2ncccc21)NC12CC3CC(CC(C3)C1)C2	-7	0.2	-8	0.4

The results go on.
SMILES	MITF primary	FBW7 activator	TEAD-YAP block	GPR151 ag
CCC(C)c1ccc(NC(=O)C(=O)NCc2ccccc2)cc1 (stereo unspecified)	-7	0.1	1	-0.3
O=C(Nc1cccc(Cl)c1)c1cc(S(=O)(=O)N2CCc3ccccc32)ccc1F	2	0.1	10	2.0
CCn1cc(SCC(=O)Nc2ccc(F)cc2)c2ccccc21	-21	x	x	-1.1
O=C(CN1C(=O)[C@H]2CCCN2C(=O)c2ccccc21)N1CCCCC1	-25	-0.1	5	0.4
O=c1oc2ccc(Br)cc2cc1-c1cn2ccccc2n1	-4	0.1	-3	0.1
Cc1nnc(SC(C)C(=O)C23CC4CC(CC(C4)C2)C3)n1C (stereo unspecified)	9	0.1	-5	-0.2
CCOc1ccc(NC(=O)c2ccc(F)c(S(=O)(=O)NC3CCCC3)c2)cc1	24	0.1	69*	1.6
O=C(Cc1ccccc1)N1N=C(C(F)(F)F)CC1(O)c1ccc([N+](=O)[O-])cc1 (stereo unspecified)	6	-0.2	5	1.5
COc1cc(/C=N/NC(=S)NC(C)C)ccc1OC(=O)c1ccco1	11	0.1	-3	-1.7
CC(=O)NC1(c2ccccc2)CCN(CC(=O)NC(C)C)CC1	-2	0.0	-2	-0.5
CC1(C)C(=O)C2(CCCCC2)C(=O)OC1c1ccc([N+](=O)[O-])cc1 (stereo unspecified)	-12	0.1	-6	-1.2
CC[C@@H]1NC(=O)[C@@H]2C[C@H](NCc3ccccc3)CN2C1=O	-1	0.2	-11	0.4
C/C(=N\Nc1c([N+](=O)[O-])c(C)nn1C)c1ccc(F)cc1F	8	-0.2	-4	-0.7
CC(C)n1c(N2CCc3ccccc3C2)nc2c(NC3CC3)ncnc21	-4	0.0	-21	1.1
COc1ccc(Cl)cc1NC(=S)NCc1cccnc1	3	-0.2	15	1.0
Cc1cc(NC(=O)c2ccc(C(=O)c3ccccc3)cc2)no1	3	-0.1	-10	-0.7
O=C(OCc1ccccc1Cl)c1ccc([N+](=O)[O-])cc1	14	-0.6	-1	1.5
O=C(c1ccc(Cl)cc1)C(CN1CCCCCC1)c1ccccc1 (stereo unspecified)	13	0.4	-11	0.1
COCCNC(=O)c1cc(-c2cccs2)on1	0	0.6	-104	-1.2
CC(=O)Nc1ccc(Nc2cc(-c3ccc(N4CCOCC4)nc3)ncn2)cc1	8	-0.1	-3	-1.2
O=C(NCCc1ccc(Cl)cc1)C1CC(=O)N(C2CCCCCC2)C1 (stereo unspecified)	1	0.0	-1	0.1
CCN(CC)C(=O)CSc1nc2c(sc(=S)n2-c2ccc(C)c(C)c2)c(=O)n1-c1ccc(C)cc1	-11	-0.2	-1	0.4
COC(=O)c1c(NC(=O)c2ccc(C)c(C)c2)sc2c1CCN(C(C)=O)C2	10	0.2	10	0.0
CC(=O)Nc1nnc(SCc2ccc(Br)cc2)s1	-11	0.0	3	-0.8
O=CN1CCN(C(=S)Nc2ccc(Cl)cc2Cl)CC1	-10	-0.2	-1	-1.2
COc1ccc(CCC(=O)NCCOc2ccc(Cl)cc2)cc1	4	-0.1	1	1.0
O=C(CN1Cc2ccccc2OC(c2ccccc2F)C1)N1CCCCC1CO (stereo unspecified)	12	0.6	12	-1.4
CCOC(=O)/C=C(\C)Nc1cc(C)nn1-c1ccccc1	4&-4	0.0&-0.3	-3&-11	0.8&-0.6
COc1ccc(CCNC(=O)c2ccc3c(c2)nc(SCC(=O)NCc2ccco2)n2c4ccccc4nc32)cc1OC	3	0.1	16	-0.6
Cc1cccc(CN2CCc3nnc(CCNC(=O)C4CCCO4)n3CC2)c1 (stereo unspecified)	5	0.3	1	-0.1
COc1cc(OC)c(NC(=O)c2nccnc2CO)cc1Cl	7	-0.2	7	0.1
Cc1ccc(S(=O)(=O)Nc2nc3ccccc3[nH]2)cc1	11	-0.2	-10	-1.5
Cn1cc(-c2ccc3cnc(Nc4ccncc4)c(F)c3c2)cn1	32	0.9	-11	-1.0
COCCOC(=O)C1=C(N)OC2=C(C(=O)CC(C)(C)C2)C1c1ccc(C(=O)OC)cc1 (stereo unspecified)	-3	-0.1	2	-0.3
Cc1cccc(N(CC(=O)Nc2cccnc2)S(C)(=O)=O)c1	9	0.1	2	0.5
O=C(NC(=S)NCCN1CCOCC1)c1cccc([N+](=O)[O-])c1	11	0.8	12	0.0
CCc1ccc(OCCCC(N)=O)cc1	-6	0.0	-16	-0.5
COCC(=O)N(C)C(Cc1ccc(F)cc1)C1CCN(C(=O)c2cnsn2)CC1 (stereo unspecified)	10	0.0	-11	-0.3
CC1Oc2ccccc2N(CC(=O)N(C(C)C)C(C)C)C1=O (stereo unspecified)	8	-0.2	51*	0.8
Cc1sc(NC(=O)c2ccc(Cl)cc2)c(C(=O)O)c1C	-6	0.0	-4	-1.5
CC(=O)/C(C(=N)N1CCN(Cc2ccc3c(c2)OCO3)CC1)=C(/C)O	0	-0.1	8	0.8
CCOC(=O)CNc1nc(Cl)nc(NCc2ccccc2)n1	15	0.3	-4	-0.6
O=C(Cn1cnc(-c2ccccc2)cc1=O)NC1CC1	3	0.3	8	-0.3
O=C(Oc1ccc([N+](=O)[O-])c(Oc2ccc(C(F)(F)F)cc2Cl)c1)C(C(F)(F)F)C(F)(F)F	-4	0.1	-7	-0.5
COc1ccc(NC(=O)C2C3C=CC4(O3)C2C(=O)N(C(C)c2ccccc2)C4C(=O)NC2CCCC(C)C2C)cc1 (stereo unspecified)	7	0.0	15	0.2
CCN(CC)c1ccc(/C=C2\CCC(C=O)=C2N2CCOCC2)cc1	-11	0.1	-29	-2.4
O=c1/c(=C\c2cccc([N+](=O)[O-])c2)sc2nc(-c3ccc(F)cc3)nn12	-4	-0.1	-13	-1.7
c1cncc(CNc2nccn3c(-c4ccc(N5CCOCC5)cc4)cnc23)c1	3	0.0	-14	-0.1
CCOC(=O)C1=C(C)N=c2s/c(=C\c3ccc(F)cc3)c(=O)n2C1c1ccc(OC)c(OC)c1 (stereo unspecified)	-6	0.0	-7	2.0
COc1ccc(/C=C2\N=C(c3ccccc3OC)OC2=O)c(OC)c1	-3	0.0	-7	6.5*

Going on with the list.
SMILES	MITF primary	FBW7 activator	TEAD-YAP block	GPR151 ag
COc1cc2ccccc2cc1C(=O)N1CCN(c2ccc([N+](=O)[O-])cc2)CC1	0	-0.5	4	0.5
O=C(c1ccc(N2CC3CC(C2)c2cccc(=O)n2C3)c(NS(=O)(=O)c2ccc(Cl)cc2)c1)N1CCCCCC1 (stereo unspecified)	-9	-0.2	-2	0.7
Cc1cc(N2CCC(C)CC2)nc2ccc(NC(=O)CCC(=O)NCc3ccco3)cc12	-9	-0.1	-24	-0.1
O=[N+]([O-])c1cc(C(F)(F)F)ccc1N/N=C/c1ccco1	20	0.1	6	-1.2
Cc1ccc(-n2nc3c(c2NC(=O)COc2ccccc2)CS(=O)(=O)C3)c(C)c1	3	1.0	-10	1.3
O=C(NCc1ccco1)C(=O)Nc1ccc(Br)cc1	-1	-0.1	-33	-1.4
CCOc1cccc2c1OC(c1cccc(F)c1)N1N=C(c3ccc(F)cc3)CC21 (stereo unspecified)	0	-0.1	-20	0.2
